# KCNK3 block – human KCNK3 channel inhibition, primary screen; O14649; CHO-KCNK3 thallium flux, FluxOR fluorescence; hits give low values; B-score at 10 µM; hit rate 0.84% among 340,000;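 active means B-score under library mean minus 4 SD, starting fluorescence ratio at most library mean plus 5 SD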;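 further: more negative B-score means stronger inhibition of thallium flux through KCNK3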
# Target sequence (O14649 whole entry, looked up): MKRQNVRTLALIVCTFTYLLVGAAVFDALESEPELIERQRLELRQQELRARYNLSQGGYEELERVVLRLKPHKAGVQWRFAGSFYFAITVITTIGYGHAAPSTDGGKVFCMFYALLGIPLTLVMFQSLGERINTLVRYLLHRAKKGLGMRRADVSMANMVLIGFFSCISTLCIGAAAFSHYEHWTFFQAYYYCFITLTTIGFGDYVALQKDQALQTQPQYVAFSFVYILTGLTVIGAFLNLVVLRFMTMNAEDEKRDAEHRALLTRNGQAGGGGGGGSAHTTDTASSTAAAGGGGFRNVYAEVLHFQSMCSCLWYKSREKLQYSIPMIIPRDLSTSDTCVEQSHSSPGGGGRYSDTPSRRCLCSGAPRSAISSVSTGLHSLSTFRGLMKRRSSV
# DYRK1A inh – blocks rat Dyrk1A kinase activity | Q63470 | ADP-Glo luminescence, NFATc1 peptide | inhibition, % at 12.5 µM | hit rate 0.43% among 310,000; in the data active means inhibition above about 50%;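 further: plate controls were vehicle with enzyme for no effect and no enzyme for full effect; many of its hits are not listed in these tables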
# * = called active by the depositor; i = inactive. A portion of the library. The share of hits here may be higher or lower than overall.
SMILES,KCNK3 block,DYRK1A inh
CC(NC(=O)COC(=O)c1ccccc1O)C1CC2CCC1C2 (stereo not drawn),i,4.3
CCOC(=O)C1=C(COC(=O)/C=C/c2cccc(Br)c2)NC(=O)NC1C (stereo not drawn),i,-2.3
CC(=O)c1ccc(NC(=O)COC(=O)C2CCN(S(=O)(=O)c3cccs3)CC2)cc1,i,-0.3
Cn1c(N)cc(=O)[nH]c1=S,i,1.3
COc1cc(N2CCC(O)CC2)ccc1Nc1nnc(Cl)c(Nc2ccccc2S(C)(=O)=O)n1,i,4.9
CN(Cc1ccccc1)C(=O)c1nc[nH]c1C(=O)N1CCc2ccccc2C1,i,8.4
CC(C(=O)Nc1ccc(C#N)cc1)N1CCN(C(=O)C2CC2)CC1 (stereo not drawn),i,-4.0
CCN(C[C@H]1N[C@@](CC)(C(=O)OC)[C@H]2C(=O)N(Cc3ccccc3)C(=O)[C@@H]12)C(=O)COc1ccccc1,i,-1.9
CCC(CO)Oc1cc(NCc2ccc(OC)cc2)c2ncn(C(C)C)c2c1 (stereo not drawn),i,14.1
Nc1nc2c(ncn2C2CCCC2)c(=O)[nH]1,i,-2.3
COc1cccc(N2CCN(C(=O)CCC(=O)c3ccc(Cl)s3)CC2)c1,i,0.3
C=C(NS(=O)(=O)c1ccc(C)cc1)C(=O)OC,i,-2.3
Cc1ccc(C(=O)NCC(=O)NCc2ccc(Cl)cc2)s1,i,-0.8
CC1(C)C[C@H]2C3=CCC4[C@@]5(C)CC[C@H](O)[C@@](C)(CO)C5CC[C@@]4(C)[C@]3(C)C[C@@H](O)[C@@]2(CO)[C@@H](O)[C@@H]1O (stereo partly drawn),i,-2.7
Cc1ccc(C(=O)NNC(=O)C(NC(=O)c2cccc(C)c2)C(C)C)cc1 (stereo not drawn),i,-1.9
CCOc1ccc(Br)cc1S(=O)(=O)Nc1cccc(S(=O)(=O)N2CCOCC2)c1,i,-5.8
COc1cc(/C=C/C(=O)OCC(=O)NC(=O)NC2CCCC2)ccc1OCC#N,i,0.6
O=C1CSC(=S)N1N=Cc1ccccc1O,i,3.1
Cn1c(CCCNC(=O)c2ccco2)nc2ccccc21,i,5.8
c1ccc(NCCSc2nc3ccccc3s2)cc1,i,0.4
Cc1nc2ccc(NC(=O)[C@H](C)N3C(=O)C4CC=CCC4C3=O)cc2s1 (stereo partly drawn),i,4.8
CC(=O)c1sc2c(c1OC(=O)c1ccc(Cl)cc1)c(=O)n(-c1ccccc1)c(=S)n2-c1ccccc1,i,-0.6
CCCNC(=O)C(Cc1ccc(OC)cc1)NC(=O)c1ccc(Cl)cc1 (stereo not drawn),i,-6.6
CCCOc1ccc(C(=O)CCC(=O)NNC(=O)c2cccs2)cc1,i,3.8
COc1ccc(N2CCN(CCS(=O)(=O)c3cc(Cl)ccc3Cl)CC2)cc1,i,-1.0
CC(=NNC(=O)c1ccncc1)c1ccc(Cl)cc1Cl,i,-2.1
Cc1nnc(NC(=O)CSc2nc(C(C)C)nc3sc(C)c(C)c23)s1,i,-2.9
COc1ccc(NC(=O)N(C)C[C@H]2Oc3ccc(NC(=O)c4ccncc4)cc3C(=O)N([C@H](C)CO)C[C@@H]2C)cc1,i,3.4
CN1C[C@@H]2[C@@H]3C(=O)N(Cc4ccccc4)C(=O)[C@@H]3[C@](Cc3ccccc3)(C1=O)N2C(=O)c1ccc(C(F)(F)F)cc1,i,-2.1
Cc1cccc(NC(=O)c2ccc(OCc3c(C)noc3C)cc2)n1,i,1.6
O=C(OCc1c(-c2ccccc2)ncc2ccccc12)c1ccc(Br)cc1,i,10.0
CN(CC(=O)Nc1ccc(Cl)c(C(F)(F)F)c1)C(=O)c1ccc(S(=O)(=O)N2CCOCC2)cc1,i,5.4
CCN(CC)CC(O)CNc1ccnc2c(Cl)ccc(Cl)c12 (stereo not drawn),i,13.9
COc1ccc(-n2nnnc2SC(C)C(=O)NC2CCCC2)cc1 (stereo not drawn),i,4.9
COCCN(C(=O)COC(=O)/C=C/c1cccc(OC)c1)c1c(N)n(CC(C)C)c(=O)[nH]c1=O,i,3.4
COc1ccc(CC(=O)OCC(=O)Nc2ccc(F)cc2)cc1,i,2.1
O=C(C[C@@H]1C/C=C\C[C@H](Cc2ccc(F)cc2)C(=O)OCCNC1=O)NCCO,i,-3.2
COc1ccc(OCC(=O)OCC(=O)NC2CCCC2)cc1,i,-0.7
COc1cc(OC)c(C(=O)OCC(=O)Nc2ccc(N3CCOCC3)cc2)cc1OC,i,-3.2
COCCCN(CC(=O)Nc1ccc(F)cc1)S(=O)(=O)c1cccs1,i,3.8
CCOc1ccc(NC(=O)CN(C)C(=O)C2CCCO2)cc1OCC (stereo not drawn),i,-8.5
NS(=O)(=O)c1ccc(CCNC(=O)c2cccc(S(=O)(=O)N3CCCC3)c2)cc1,i,-1.0
CC(=O)C[C@@H](O)CC(=O)[C@H]1OC(=O)CCCCCCCCc2ccccc21,i,2.0
CC(C)CN1C(=O)C(=O)N(CC(=O)N2c3ccccc3NC(=O)CC2C)C1=O (stereo not drawn),i,-4.6
CCCNc1cc(C)c(C#N)c2nc3ccccc3n12,i,9.0
CCN(C[C@H]1N[C@@](Cc2ccccc2)(C(=O)OC)[C@H]2C(=O)N(C)C(=O)[C@@H]12)C(=O)Nc1ccc(C)cc1,i,1.9
COc1ccc(CCNC(=O)CN2C(=O)NC(c3ccccc3)(c3ccccc3)C2=O)cc1,i,1.7
CCOc1ccc(NC(=O)COC(=O)C2CCC(=O)N2)c([N+](=O)[O-])c1 (stereo not drawn),i,2.5
CC(=O)C[C@H](O)CC(=O)[C@@H]1OC(=O)[C@@H](C)C/C=C\Cc2ccccc21,i,-2.4
O=C(COC(=O)c1ccccc1F)Nc1ccc(S(=O)(=O)N2CCOCC2)cc1,i,-2.1
COC(=O)C1=C(C)NC(C)=C(C(=O)OC)C1C(=O)OCC(=O)c1ccc(Br)cc1,i,-1.1
Cc1ccc(N(CCC#N)C(=O)CSc2nc3ccccc3c(=O)[nH]2)cc1,i,11.7
CC(C)(CNC(=O)c1ccc(S(=O)(=O)Nc2ccc(Cl)cc2)cc1)N1CCOCC1,i,-3.0
C=CC[C@@H](CC(=O)N[C@H](CO)Cc1ccccc1)C(=O)N[C@@H](COC(=O)[C@@H](CC=C)CC(=O)OC(C)(C)C)Cc1c[nH]c2ccccc12,i,-4.9
C=CCNc1oc(-c2ccc(Cl)cc2)nc1C#N,i,-4.6
COc1ccc([C@@]2(C(C)C)ON(c3ccccc3C(F)(F)F)C2=O)cc1,i,4.2
CN(C(=O)COC(=O)c1ccc(=O)n(Cc2ccccc2)n1)C1CCCCC1,i,2.9
Cc1ccc(C(C)C)cc1OCC(=O)Nc1ccc(-n2cnnn2)cc1,i,1.1
COc1cccc(NC(=O)CN(C)C(C)C(=O)N2CCCC2)c1 (stereo not drawn),i,4.7
Cn1c(-c2ccc(F)cc2)cc2onc(-c3ccccc3Cl)c2c1=O,i,-7.7
# The list continues.
SMILES,KCNK3 block,DYRK1A inh
Cc1cccc(NC(=O)COC(=O)COc2ccc3c(c2)CCC3)c1,i,4.4
CC(=O)c1ccc(S(=O)(=O)N2CCN(C(=O)c3ccc(N)c([N+](=O)[O-])c3)CC2)cc1,i,1.5
CCOC(=O)C1=CNS(=O)(=O)NC1CCc1ccccc1 (stereo not drawn),i,5.5
COc1ccc(C(=O)NC(C)c2ccncc2)cc1S(=O)(=O)N(C)Cc1ccccc1 (stereo not drawn),i,0.0
Cc1ccc(NC(=O)C(C)OC(=O)c2cc(=O)[nH]c3ccccc23)cc1S(=O)(=O)N1CCOCC1 (stereo not drawn),i,-1.1
CCOc1ccc(S(=O)(=O)N2CCCCC2)cc1NC(=O)Cc1cccc(C(F)(F)F)c1,i,-3.5
COc1ccc(S(=O)(=O)N(C)C[C@H]2Oc3ccc(NS(=O)(=O)c4cn(C)cn4)cc3C(=O)N([C@H](C)CO)C[C@@H]2C)cc1,i,-0.1
CCOC(=O)[C@H]1[C@H]2COc3ccccc3[C@@H]2N2C(=O)c3ccccc3NC(=O)[C@@]12C,i,1.0
Cc1c2c(nc3ccccc13)OCC2,i,0.5
O=C(CCCN1CCN(c2ccccn2)CC1)c1ccc(F)cc1,i,-8.0
Cc1cccc(N2CCN(C(=O)c3cccc(S(=O)(=O)N4CCOCC4)c3)CC2)c1C,i,4.0
C=C1C(=O)OC2C=C(CO)C3OC3C3OC3(C)CC(OC(=O)/C(=C/C)COC(C)=O)C12 (stereo not drawn),i,1.6
O=C(COCc1ccccc1)N[C@@H]1c2ccccc2CC[C@@H]1OCc1ccccc1,i,-1.6
CCCc1cc2c(cc1NC(=O)Cc1ccccc1)OCO2,i,-3.2
CCOC(=O)c1c(C(C)(C)C)oc2ccc(O)cc12,i,15.2
CCOC(=O)[C@H]1[C@H]2COc3cc(OC)ccc3[C@@H]2N2C(=O)CN(Cc3ccco3)C(=O)[C@@]12C,i,12.1
COc1ccc(S(=O)(=O)N2CCOCC2)cc1NC(=O)/C=C/c1ccccc1,i,-6.3
c1ccc(CSCc2ccccc2)cc1,i,-0.4
CCc1cc(C(=O)Nc2cc(S(=O)(=O)N3CCOCC3)ccc2N2CCN(CC)CC2)sc1C,i,-2.4
Cc1ccc2nsnc2c1S(=O)(=O)N(Cc1ccco1)Cc1cc2ccc(C)c(C)c2[nH]c1=O,i,-0.1

# Given with the structure last: seven of the compounds above
KCNK3 block | DYRK1A inh | SMILES
i | -1.6 | O=C(COCc1ccccc1)N[C@@H]1c2ccccc2CC[C@@H]1OCc1ccccc1
i | 0.0 | COc1ccc(C(=O)NC(C)c2ccncc2)cc1S(=O)(=O)N(C)Cc1ccccc1 (stereo not drawn)
i | -3.5 | CCOc1ccc(S(=O)(=O)N2CCCCC2)cc1NC(=O)Cc1cccc(C(F)(F)F)c1
i | -6.3 | COc1ccc(S(=O)(=O)N2CCOCC2)cc1NC(=O)/C=C/c1ccccc1
i | 5.5 | CCOC(=O)C1=CNS(=O)(=O)NC1CCc1ccccc1 (stereo not drawn)
i | -0.1 | Cc1ccc2nsnc2c1S(=O)(=O)N(Cc1ccco1)Cc1cc2ccc(C)c(C)c2[nH]c1=O
i | 0.5 | Cc1c2c(nc3ccccc13)OCC2

# Additional compounds.
SMILES,KCNK3 block,DYRK1A inh
COc1ccc(NS(=O)(=O)c2cccc(C(=O)N3CCCCCCC3)c2)cc1,i,-2.4
CC1(C)NC(=O)N(CC(=O)OCC(=O)c2ccc(Cl)s2)C1=O,i,-1.8
O=C(COC(=O)c1ccc(CO)cc1)Nc1ccc2ccccc2c1,i,-1.5
COc1ccc(N(CC(=O)NCc2cccs2)S(=O)(=O)c2cccc(C)c2)cc1,i,-2.8
Nc1nnc(-c2ccc([N+](=O)[O-])o2)s1,i,-1.6
COc1c(C=NNC(N)=O)c(OC)c(OC)c2c1CCO2,i,2.3
CCN(CC)C(=O)/C=C/c1ccccc1,i,0.4
CCN(C[C@H]1N[C@@](Cc2ccccc2)(C(=O)OC)[C@H]2C(=O)N(C)C(=O)[C@@H]12)C(=O)c1ccc(C(C)(C)C)cc1,i,-2.5
COc1ccccc1C(=O)Nc1ccc(OCC(=O)N2CC(C)OC(C)C2)cc1 (stereo not drawn),i,-3.1
O=C1C=C(c2ccccc2C(F)(F)F)C[C@@H](c2ccc3c(c2)OCO3)C1,i,8.3
O=C(COC(=O)CCC(=O)c1ccc(F)cc1)NCCc1ccccc1,i,3.5
COCCn1c(SCC(=O)NC2CCCC(C)C2C)nc2ccccc2c1=O (stereo not drawn),i,-3.0
CC1=C(C(=O)OCc2ccccc2)C(c2ccc(Cl)cc2Cl)NC(=O)N1CCCC(=O)O (stereo not drawn),i,8.6
COC(=O)[C@@]1(C)[C@H]2C(=O)N(C)C(=O)[C@H]2[C@H]2CN=C(SCc3ccc(C#N)cc3)N21,i,-1.6
O=C(NCC1CC1)c1cccc2c1C(=O)c1ccc(N3CCCC3)cc1S2(=O)=O,i,3.2
CCc1ccc2c(CC(=O)NNC(=O)c3ccncc3)coc2c1,i,0.4
CN(C)S(=O)(=O)c1cc(C(=O)Nc2ccccc2C(=O)NC2CC2)ccc1Cl,i,2.4
CCc1cc(Cn2nc(-c3ccccc3)cc2C(=O)NCc2cccc(Br)c2)on1,i,-12.6
O=C(COc1ccc(Cl)cc1Br)Nc1cccc(S(=O)(=O)N2CCCC2)c1,i,-3.0
CCOC(CN=c1nc(N(C)C)ss1)OCC,i,3.6

# As entered above.
# O=C(NCC1CC1)c1cccc2c1C(=O)c1ccc(N3CCCC3)cc1S2(=O)=O in DYRK1A inh: 3.2
# COc1c(C=NNC(N)=O)c(OC)c(OC)c2c1CCO2 in DYRK1A inh: 2.3
# COCCn1c(SCC(=O)NC2CCCC(C)C2C)nc2ccccc2c1=O (stereo not drawn) in DYRK1A inh: -3.0

# Remaining list, next part
SMILES,KCNK3 block,DYRK1A inh
Cc1cccc(C2=NN(c3ccccc3)[C@H](CO)[C@H]2c2ccccc2)c1,i,-1.5
C=C(C)CN(CC)C(=O)CSc1ccc(S(=O)(=O)N2CCN(Cc3ccccc3)CC2)cn1,i,-4.1
CCN(c1ccccc1)S(=O)(=O)c1c(C)noc1C,i,19.9
CCCn1c(N)c(N(CCOC)C(=O)CSc2cc(C)c3cccc(C)c3n2)c(=O)[nH]c1=O,i,4.1
CC(c1nnc(SCC(=O)N(C)C2CCS(=O)(=O)C2)n1-c1ccccc1)N(C)C (stereo not drawn),i,-4.3
COC(=O)C1=CO[C@@H](O[C@@H]2O[C@H](CO)[C@@H](O)[C@H](O)[C@H]2O)C2C1CC(O)O[C@H]2C (stereo partly drawn),i,-0.2
COc1cc2cnc(-c3ccccc3)c(-c3ccc([N+](=O)[O-])cc3)c2cc1OC,i,51.1*
O=C(COC(=O)c1cc(Cl)ccc1O)NNC(=O)c1ccccc1F,i,2.9
CCN(CC)C(=O)CSc1nsc(SCC(=O)N(CC)CC)c1C#N,i,15.1
O=C(Cc1ccccc1)NN=Cc1ccccc1,i,5.8
Cc1sc2ncnc(N3CCN(S(=O)(=O)c4ccc(C(C)(C)C)cc4)CC3)c2c1C,i,0.0

# Profiles, looked up by structure. Values in the order: KCNK3 block, DYRK1A inh
# `CCN(CC)C(=O)CSc1nsc(SCC(=O)N(CC)CC)c1C#N` is listed as i, 15.1
# `CCCn1c(N)c(N(CCOC)C(=O)CSc2cc(C)c3cccc(C)c3n2)c(=O)[nH]c1=O` is listed as i, 4.1
